KCNQ2 inh: KCNQ2 potassium channel inhibitors, primary screen, cell-based, CHO-K1, FluxOR thallium flux, B-score (AID 2156). Potassium voltage-gated channel subfamily KQT member 2 (Rattus norvegicus), O88943. 20 min; stronger effect = lower value. B-score at 10 µM. 310,000 tested, 1.1% active;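 active = fluorescence ratio B-score at most minus 3 library SDs, with starting brightness B-score within 2 library SDs, cut at about -5.5 in these data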
CHT block: inhibitors of human choline transporter CHT; High affinity choline transporter 1 (Homo sapiens), Q9GZV3; CHT-expressing cells, membrane potential dye, choline response; stronger effect = lower value; B-score at 10 µM; 310,000 tested, 0.86% active; AID 488975, 2010;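 active = B-score over 3 SD under the library average, and starting fluorescence ratio not unusually high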;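 also: choline stimulus applied at its EC90 after an EC20 pre-addition; B-score computed on integrated fluorescence ratio after choline addition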
Target sequence (Q9GZV3 whole entry, looked up): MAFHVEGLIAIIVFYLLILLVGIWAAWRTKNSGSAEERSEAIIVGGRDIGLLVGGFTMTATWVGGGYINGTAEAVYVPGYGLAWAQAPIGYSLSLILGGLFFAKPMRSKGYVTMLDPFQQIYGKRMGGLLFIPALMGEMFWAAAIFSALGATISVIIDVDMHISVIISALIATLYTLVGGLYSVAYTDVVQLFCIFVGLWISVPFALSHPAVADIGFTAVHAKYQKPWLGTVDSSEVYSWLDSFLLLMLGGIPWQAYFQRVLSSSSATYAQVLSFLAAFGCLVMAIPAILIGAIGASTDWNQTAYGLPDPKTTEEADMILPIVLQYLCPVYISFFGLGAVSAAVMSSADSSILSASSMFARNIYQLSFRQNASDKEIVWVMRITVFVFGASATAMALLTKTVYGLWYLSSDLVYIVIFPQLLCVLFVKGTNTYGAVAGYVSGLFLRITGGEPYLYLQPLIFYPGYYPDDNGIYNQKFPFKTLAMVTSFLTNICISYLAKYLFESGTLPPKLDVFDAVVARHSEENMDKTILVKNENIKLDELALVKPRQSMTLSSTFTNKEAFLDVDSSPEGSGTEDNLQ
* hit, by the source's call; i = inactive. An unsorted share of the library; overall some 1.9% were active at least once.

Each structure is followed by: KCNQ2 inh, CHT block
> COc1ccc(N(CC(=O)NCCSc2ccccc2)S(=O)(=O)c2ccccc2)cc1OC
    i, i
> CCCOC(=O)c1ccc(NC(=O)c2cccc(S(=O)(=O)N3CCN(C(C)=O)CC3)c2)cc1
    i, i
> CCOc1ccc(/C=C2\SC(=S)N(CCC(=O)O)C2=O)cc1
    i, i
> CC(C)CCN(C(=S)Nc1cccc(F)c1)C(C)c1cccs1 (configuration not stated)
    i, i
> COc1ccccc1CN1CC(C(=O)NCc2c(F)ccc(C)c2F)CCC1=O (configuration not stated)
    i, i
> O=C(NCC1CCCO1)C(c1cccs1)N(C(=O)c1ccc(CN2CCOCC2)o1)c1ccc(Cl)cc1 (configuration not stated)
    i, i
> CCC(=O)Nc1sc(C(=O)OC)c(C)c1C(=O)OC
    i, i
> COC(=O)c1c(CSc2cccc(C)c2)noc1C(=O)NCc1ccco1
    i, i
> CC(C)C1OC(c2cccc(NC(=O)c3cccs3)c2)OCC1(C)C (configuration not stated)
    i, i
> COc1ccccc1C(=O)Oc1ccc(C(C)C)cc1
    i, i
> O=C(Nc1ncc(Cc2cccc(Cl)c2)s1)c1cccs1
    i, i
> CCC1(C(=O)OC)NC(c2ccco2)C2C(=O)N(c3ccc(F)cc3)C(=O)C21 (configuration not stated)
    i, i
> O=C(O)C1CCN(C(=O)CSc2nc3ccccc3c(=O)n2-c2ccc(Cl)cc2)CC1
    i, i
> COc1ccc(CCC(=O)N2c3ccccc3CC2C)cc1 (configuration not stated)
    i, -5.4*
> COc1ccc(NC(=O)CCCn2c(=O)c3sccc3n(Cc3cccc(C)c3)c2=O)cc1
    i, i
> C=CCOc1ccc(C2NC(=O)NC(C)=C2C(=O)OC)cc1 (configuration not stated)
    i, i
> Cc1c(C(=O)N2CCc3ccccc3C2)oc2ccc(Br)cc12
    i, i
> O=C(N/N=C/c1cccc([N+](=O)[O-])c1)C1CC(=O)N(c2ccc(F)cc2)C1 (configuration not stated)
    i, i
> CCc1noc(C)c1C(=O)Oc1ccc(N(C)S(=O)(=O)c2ccc(C)c(C)c2)cc1
    -6.9*, i
> CC(C)OP(=O)(OC(C)C)C(O)c1ccc(N(C)C)cc1 (configuration not stated)
    i, i

Next compounds.
Each structure is followed by: KCNQ2 inh, CHT block
> O=C(CCCSc1nc2ccccc2[nH]1)NCc1ccccc1F
    i, i
> Cc1cc(NC(=O)COC(=O)c2cc([N+](=O)[O-])ccc2N2CCOCC2)ccc1Br
    i, i
> Cc1cc2ccccc2n2c(SCC(=O)Nc3ccc(S(=O)(=O)N4CCC(C)CC4)cc3)nnc12
    i, i
> Cc1ccc(NC2c3ncccc3C(=O)N2Cc2cccs2)cc1C (configuration not stated)
    i, i
> COc1cc2nc(C3CC3)n(NC(=O)c3ccc(F)cc3)c(=O)c2cc1OC
    i, i
> CC(C)c1ccc(/C=N/N2CCN(c3ccccn3)CC2)cc1
    i, i
> C/C(N)=C(/C#N)C(=O)CSc1nc2ccccc2c(=O)n1-c1ccc(C)cc1
    i, i
> CC(C)COc1ccc(C(=O)N/C(=C\c2cccc([N+](=O)[O-])c2)C(=O)OC(C)C)cc1
    i, i
> COc1cccc(C(=O)Nc2sc3c(c2C#N)CCN(C(C)=O)C3)c1
    i, i
> O=C1c2ccccc2C(O)N1CCN1CCOCC1 (configuration not stated)
    i, i
> Cc1ccc(S(=O)(=O)N2CCCCC2)cc1C(=O)Nc1cccnc1
    i, i
> COc1ccc(N(CC(=O)O)S(=O)(=O)c2ccccc2[N+](=O)[O-])c(OC)c1
    i, i
> COCCN(C(=O)COC(=O)c1cc(C)oc1C)c1c(N)n(Cc2ccccc2)c(=O)[nH]c1=O
    i, i
> COc1ccc(-n2nc(C(=O)NCC(=O)N(C)Cc3ccccc3)c3ccccc3c2=O)cc1
    i, i
> CCC(C(=O)NC(C)(C)C)N(C(=O)c1ccc(Cl)nc1)C1CCCC1 (configuration not stated)
    i, i
> CN(C)c1oc(COc2ccccc2F)nc1C#N
    i, i
> CCOc1ccc(N(CC(=O)N2CCN(c3ccccc3)CC2)S(=O)(=O)c2c(C)noc2C)cc1
    i, i
> O=C1c2cccnc2C(Nc2ccc(Br)cc2)N1Cc1cccs1 (configuration not stated)
    i, i
> O=C(Nc1cc(S(=O)(=O)N2CCCC2)ccc1OCC(F)(F)F)c1ccc(F)cc1
    i, i
> COc1ccc(C(=O)N(C)C2CCCCC2)cc1OC1CCN(C(C)C)CC1
    i, i

(continued)
Each structure is followed by: KCNQ2 inh, CHT block
> COc1ccc(-c2csc(NC(=O)CCCc3cccs3)n2)cc1
    i, i
> O=C(CCC(=O)N(CC(=O)NC1CCCC1)C1CCCCC1)Nc1ccccn1
    i, i
> CC(C)(C)c1nn2cnnc2n(/N=C/c2ccccc2)c1=O
    i, i
> CCCS(=O)(=O)N1CCC(C(=O)NC2CCCCC2C)CC1 (configuration not stated)
    i, i
> O=C(CN1CCc2ccccc2C1)Nc1ccccc1N1CCCCCC1
    i, i
> CCOC(=O)c1c(/N=C/c2cc([N+](=O)[O-])ccc2O)sc(C)c1C
    i, -5*
> O=C(O)c1ccccc1C(=O)N1N=C2/C(=C/c3cccc([N+](=O)[O-])c3)CCCC2C1c1cccc([N+](=O)[O-])c1 (configuration not stated)
    i, i
> CCn1c(SCC(=O)Nc2nonc2C)nnc1-c1ccoc1C
    i, i
> NC(=O)NCc1ccccc1F
    i, i
> Cc1cc2c(Nc3ccc(O)cc3)ncnc2s1
    i, i
> O=C(COc1ccc([N+](=O)[O-])cc1)Nc1nc(-c2ccccn2)cs1
    i, i
> Cc1cc(Cl)ccc1NC(=S)NCC(O)c1ccccc1 (configuration not stated)
    i, i
> Cn1c(C(=O)Nc2ccc3c(c2)OCO3)cc2sccc21
    i, i
> CCCN(CC1CC1)C(=O)CSc1ncnc2sc(C)c(C)c12
    -6.3*, i
> CNC(=O)CSc1nnc(-c2ccc(S(=O)(=O)N3CCCC3)cc2)n1-c1cccc(C)c1C
    i, i
> O=C(N/N=C\C=C\c1ccc(Br)cc1)c1ccc2c(c1)OCO2
    i, i
> COc1ccc(OCC(=O)Nc2c(C)ccc3nsnc23)cc1
    i, i
> COc1ccc(NC(=O)N2CCCc3ccccc32)c(OC)c1
    i, i
> COc1ccccc1Cc1noc(C(C)(C)NC(=O)c2ccccc2)n1
    i, i
> COc1cccc(C2=NC(C)(C)NC(c3ccccc3O)C2)c1 (configuration not stated)
    i, i

One compound at a time, as listed above:
`COc1ccc(OCC(=O)Nc2c(C)ccc3nsnc23)cc1` is listed as KCNQ2 inh: i; CHT block: i
`COC(=O)c1c(CSc2cccc(C)c2)noc1C(=O)NCc1ccco1` is listed as KCNQ2 inh: i; CHT block: i
`COc1cccc(C2=NC(C)(C)NC(c3ccccc3O)C2)c1` (configuration not stated) is listed as KCNQ2 inh: i; CHT block: i

5 structures out of the list, ordered by count of non-hydrogen atoms, smallest number first.
Each structure is followed by: KCNQ2 inh, CHT block
> CCOc1ccc(/C=C2\SC(=S)N(CCC(=O)O)C2=O)cc1
    i, i
> CC(C)CCN(C(=S)Nc1cccc(F)c1)C(C)c1cccs1 (configuration not stated)
    i, i
> COc1ccc(N(CC(=O)O)S(=O)(=O)c2ccccc2[N+](=O)[O-])c(OC)c1
    i, i
> CCc1noc(C)c1C(=O)Oc1ccc(N(C)S(=O)(=O)c2ccc(C)c(C)c2)cc1
    -6.9*, i
> O=C(O)C1CCN(C(=O)CSc2nc3ccccc3c(=O)n2-c2ccc(Cl)cc2)CC1
    i, i

Next part:
Each structure is followed by: KCNQ2 inh, CHT block
> O=[N+]([O-])c1ccc2c(c1)ncn2CCc1ccccc1
    i, i
> CCCC(=O)N1CCCC(c2nc(-c3cccc(OC)c3)no2)C1 (configuration not stated)
    i, i
> CC(C)c1ccccc1NC(=O)Nc1ccc2c(c1)OCO2
    i, i
> CC(=O)NCc1ccc(S(=O)(=O)N/N=C/c2ccc(N(C)C)cc2)cc1
    i, i
> CC(C)n1c(N2CCN(S(=O)(=O)c3cccc([N+](=O)[O-])c3)CC2)nc2ccccc21
    i, i
> Cc1ccc(NC(=O)CSc2nnc3c(n2)[nH]c2ccccc23)cc1
    i, i
> O=C(O)c1cc(NS(=O)(=O)c2ccc(N3CCCCC3)c([N+](=O)[O-])c2)cc(C(=O)O)c1
    i, i
> CCC(=O)Nc1nnc(-c2ccco2)o1
    i, i
> Cc1ccc(C)c(-c2cc(C(=O)NCc3cccs3)c3ccccc3n2)c1
    i, i
> c1cc2cn[nH]c2cc1NC1CCCCCC1
    i, i
> O=C(NCCN1CCN(C(=O)C(c2ccccc2)c2ccccc2)CC1)C(=O)Nc1ccccc1
    i, i
> CC(NC(=O)OC1CCCCC1)N1C(=O)C2C3C=CC(C3)C2C1=O (configuration not stated)
    i, i
> COc1ccc(NC(=O)/C(=C\c2cccs2)NC(=O)c2ccco2)cc1
    i, i
> Cc1ccc(C)c(NC(=O)c2cc3ccccc3o2)c1
    i, i
> CCNS(=O)(=O)c1ccc(NC(=O)Nc2cccc(C(F)(F)F)c2)cc1
    i, i
> CCN(CC)CCCNc1cc(C(F)(F)F)c(C#N)c2nc3ccccc3n12
    i, i
> O=C(c1cc(N2C(=O)C3C4CCC(C4)C3C2=O)ccc1Cl)N1CCN(c2ccccc2)CC1 (configuration not stated)
    i, i
> CCCCNC(=O)Cn1cnc2ccc(S(=O)(=O)N3CCC(C)CC3)cc2c1=O
    i, i
> c1ccc(SCCc2ccncc2)cc1
    i, i
> O=C(NCCN1CCN(c2ccccc2)CC1)Nc1cccc(Cl)c1
    i, i

(further entries)
Each structure is followed by: KCNQ2 inh, CHT block
> CN(CCc1ccccn1)Cc1ccc(Cl)cc1Cl
    i, i
> O=C(NCCCSc1ccccc1)c1cccnc1
    i, i
> O=C1c2ccccc2C(=O)N1CCOc1ccccc1
    i, i
> COc1cc(/C=N\Nc2ccc([N+](=O)[O-])cn2)ccc1OCC(=O)O
    i, i
> CC(C)N1C(=O)NC2(c3ccccc3)N(C)C(=O)N(C)C12c1ccccc1 (configuration not stated)
    i, i
> CCn1c(CC(=O)Nc2ccccc2)nnc1SCC(=O)Nc1nncs1
    i, i
> CN(C(=O)COC(=O)c1ccc2c(=O)n3c(nc2c1)CCC3)c1ccccc1
    i, i
> CCOc1ccc(/C=C\c2nc(O)c([N+](=O)[O-])c(=O)[nH]2)cc1OCC
    i, i
> O=S(=O)(/N=C(/Nc1cc(N2CCOCC2)ncn1)c1ccccc1)c1ccccc1
    i, i
> O=C(COc1ccc2c3c(c(=O)oc2c1)CCC3)NCCN1CCOCC1
    i, i
> CC(C)Cc1ccccc1S(N)(=O)=O
    i, i
> Cc1c(Cc2ccccc2)c(=O)oc2cc(OCc3ccc(C(=O)O)cc3)ccc12
    i, i
> Cc1[nH]c2ccccc2c1C(=O)CSc1n[nH]c(N)n1
    i, i
> CS(=O)(=O)c1ccc(Cl)c(C(=O)NC2CCSc3ccccc32)c1 (configuration not stated)
    i, i
> Cc1ccc(-n2c(N)c(Br)c(=O)[nH]c2=O)cc1C
    i, i
> Cc1ccc(C)c(-n2c(-c3ccc(Br)cc3)csc2=NC(=O)c2ccccc2F)c1
    i, i
> O=C(/C=C/c1ccc(F)cc1)N1CCN(S(=O)(=O)/C=C/c2ccccc2)CC1
    i, i
> O=C(CSc1nnnn1-c1ccccc1F)NNC(=O)c1ccco1
    i, i
> CCn1c(CNC(=O)c2ccc(OC)c(OC)c2)nnc1SCC(=O)Nc1ccc(OC)cc1
    i, i
> COc1ccc(-c2nnc(SCC(=O)c3cc(C)n(Cc4cccs4)c3C)o2)cc1
    i, i

Remaining list, next part:
Each structure is followed by: KCNQ2 inh, CHT block
> COc1ccc2[nH]c3c(c2c1)CCN1C(=O)N([C@@H](C)C(=O)NC2CCCCC2C)C(=O)[C@]31C (some centres not stated)
    i, i
> C[C@H](NC(=O)OCc1ccccc1)C(=O)NNC(=O)[C@H](C)NC(=O)OCc1ccccc1
    i, i
> COc1ccc(CCNCC(=O)Nc2ccc(OC(F)(F)F)cc2)cc1OC
    i, i
> CCOc1ccc2[nH]cc(C(=O)N3CCN(C4CCCCC4)CC3)c(=O)c2c1
    i, i
> O=C(c1cccs1)c1cn(CC(=O)N2CCc3ccccc3C2)c2ccccc12
    i, i
> CN(C)c1ccc(C=NCCC2(O)CCOC(C)(C)C2)cc1 (configuration not stated)
    i, i
> O=c1c(-c2cc3ccccc3o2)[n+]([O-])c2ccccc2n1OCc1ccccn1
    i, i
> COc1ccc(CN(C(=O)CNC(=O)c2ccco2)C(C(=O)NCC2CCCO2)c2ccccc2)cc1 (configuration not stated)
    i, i
> COC(=O)c1ccc(NC(=O)CN(c2ccc(C)cc2)S(=O)(=O)c2c(C)n[nH]c2C)cc1
    i, i
> Cc1ncc(CN2CCCC(C(=O)Nc3ccc(-c4ccco4)cc3)C2)cn1 (configuration not stated)
    i, i
> CCOC(=O)Cc1csc(NC(=O)Nc2ccc(C)cc2)n1
    i, i
> COc1ccc(C2C(C#N)=C(N)Oc3cc(O)ccc32)cc1C (configuration not stated)
    i, i
> COc1ccc(OCc2nnc(SCC(=O)N3c4ccccc4Sc4ccc(Cl)cc43)o2)cc1
    i, i
> O=C(O)c1ccccc1NCc1cccnc1
    i, i
> COc1ccc2c(c1)c(=O)c(Br)c(C)n2Cc1ccccc1
    i, i
> O=C(NCCN1C(=O)S/C(=C\c2cccs2)C1=O)c1ccc(=O)[nH]c1
    i, i
> CCOc1ccc(N(C(=O)c2snc(C(N)=O)c2N)C(C(=O)NC2CCCC2)C(C)C)cc1 (configuration not stated)
    i, i
> Cc1cccc(C(=O)OCC(=O)N(CC(C)C)c2c(N)n(Cc3ccccc3)c(=O)[nH]c2=O)c1O
    i, i
> Cc1ccccc1-n1nc2c(c1NC(=O)c1c(-c3ccccc3Cl)noc1C)CS(=O)(=O)C2
    i, i
> CCN(CC)c1ccc(C(=O)OCC(=O)N2CCN(c3ccccc3)CC2)cc1
    i, i

Screening results (PubChem)
